Source: PubChem BioAssay
ALOX12 inh – blocks human arachidonate 12S-lipoxygenase; purified 12hLO, xylenol orange hydroperoxide absorbance; Potency, µM (top dose mostly 108 µM), inactives show top-dose activity change, negative = inhibition, actives largely listed as inhibitors; 580,000 compounds, 1.1% hits; also: potency is read from the fitted curve at half-maximal effect; % is scaled to controls: 0 for no effect and ±100 for the full control effect
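Purified human 12hLO at 150 nM in 25 mM Hepes, 0.01% Triton X-100, pH 7.0, preincubated 15 min at room temperature with compound. Reaction started with 40 uM arachidonic acid, 30 min at room temperature. Hydroperoxide measured by Fe-xylenol orange, 573/405 nm absorbance ratio.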
Apoferritin bind – candidate novel general anesthetic via apoferritin binding. P02791. apoferritin/1-aminoanthracene competitive binding, fluorescence. Potency, µM (titrated, usually from 77.5 µM), inactives show at the top dose activity change, negative = displacement, actives largely listed as inhibitors. 350,000 compounds, 0.074% hits. AID 485281; also: potency is read from the fitted curve at half-maximal effect; % is scaled to controls: 0 for no effect and ±100 for the full control effect; nearly all actives have a fitted effect of over 20% in size
Target sequence (P02791 2-175 limits assumed): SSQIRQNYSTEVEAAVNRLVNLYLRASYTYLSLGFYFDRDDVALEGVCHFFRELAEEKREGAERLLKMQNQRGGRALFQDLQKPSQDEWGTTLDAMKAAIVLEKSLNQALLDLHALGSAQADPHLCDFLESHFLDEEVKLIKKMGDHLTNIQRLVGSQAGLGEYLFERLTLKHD
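Horse-spleen apoferritin (10 uM) in 50% saturated 1-aminoanthracene in PBS was incubated 10 min at room temperature with compound. Fluorescence (ex 380, em 535 nm) was normalized to free and bound 1-AMA, with concentration-response fitted by a four-parameter Hill equation.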
Pol kappa inh – blocks human DNA polymerase kappa activity. Q9UBT6. purified Pol kappa, fluorescent DNA synthesis assay, 10 min. Potency, µM (highest dose often 107 µM), without a hit: at the top dose activity, negative = inhibition, usual class: inhibitors. 400,000 compounds, 0.53% hits. AID 588579; also: potency is read from the fitted curve at half-maximal effect; % is scaled to controls: 0 for no effect and ±100 for the full control effect
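Pol kappa 10 nM + cpd, 15 min RT; start w/ substrate 50 nM final; fluorescence kinetic read, 0 and 10 min. Neg ctrl: buffer, no enzyme.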
BLM helicase inh – Bloom syndrome helicase (human) inhibition; P54132; recombinant BLM DNA unwinding, fluorescence dequenching; Potency, µM (highest dose often 56.1 µM), for inactives: at the top dose activity change, negative = inhibition, actives largely listed as inhibitors; 350,000 compounds, 0.2% hits; AID 2528;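 also: potency is read from the fitted curve at half-maximal effect; plate controls were vehicle for no effect and no enzyme for full effect; nearly all actives have a fitted effect of over 35% in size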
ERG Ets-DNA blk – blocks human ERG Ets domain binding to DNA. P11308. fluorescence polarization, His-ERG Ets domain / labelled DNA. Potency, µM (titrated, usually from 76.9 µM), for inactives: at the top dose FP activity, negative = inhibition, usual class: inhibitors. 370,000 compounds, 0.028% hits; active = well fitted inhibition curve with a large enough effect in the polarisation, with a control signal flat; inconclusive = small, poorly fitted or top-dose-only effect, or effect the other way, or a change in a side signal; inactive = no such curve, though single readings can be large or run the other way; the % refers to the polarisation;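 also: polarization taken with two DNA probes labelled with fluorescein and Texas red; potency is read from the fitted curve at half-maximal effect; % of control where 0% means no effect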
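His-tagged ERG Ets domain (1 uM in the protein solution; 300mM KCl, 50mM Tris-HCl, 1mM EDTA, 1mM DTT, pH 7.5) received compound, then a probe mix of 5 nM fluorescein-DNA and 100nM Texas-615-DNA. Fluorescence polarization was read for both dyes.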
Pol beta inh – inhibitors of human DNA polymerase beta; Potency, µM (series often up to 114 µM), without a hit: at the highest dose activity change, negative = inhibition, usual class: inhibitors; Pol beta primer extension/strand displacement, fluorescence kinetic; AID 485314; 340,000 compounds, 1.3% hits; also: potency is read from the fitted curve at half-maximal effect; % is scaled to controls: 0 for no effect and ±100 for the full control effect
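Preincubation: enzyme (10 nM) with compound, 15 min, RT. Reaction: substrate added to 50 nM final. Reads: 0 and 10 min. Analysis: normalized, Hill fit.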
APE1 inh – APE1 (human) endonuclease inhibition. P27695. recombinant APE1, TAMRA/BHQ-2 abasic DNA cleavage fluorescence. Potency, µM (highest dose often 65.8 µM), inactives show at the highest dose activity change, negative = inhibition, most hits filed as inhibitors. 350,000 compounds, 0.35% hits. AID 2517;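 also: potency is read from the fitted curve at half-maximal effect; plate controls were vehicle for no effect and reference inhibitor for full effect; nearly all actives have a fitted effect of over 55% in size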
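Endonuclease cleavage of a quenched abasic-site DNA duplex (50 nM) by APE1 (0.75 nM) was tracked by TAMRA dequenching. Compounds were preincubated with enzyme 15 min at room temperature; data normalized to buffer-only and DMSO wells plus NSC13755 control.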
TRHR agonist – TRH receptor (human) agonism | P34981 | TRHR cells, calcium flux fluo-8, FDSS agonist mode | activation, % at 2 µM | 360,000 compounds, 0.18% hits | AID 493084; in the data active = activation above about 30%; also: 0% is about no effect
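Agonist-mode FDSS calcium read (Ex 480/Em 530, 1 s cycles) in 1536-well TRHR cells with fluo-8 dye, after 10-cycle baseline and 23 nL compound addition; TRH at EC20 (10 nM final) added afterwards for the enhancer phase.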
Pol iota inh – blocks human DNA polymerase iota activity | 390,000 compounds, 1% hits | Potency, µM (top dose mostly 115 µM), without a hit: at the top dose activity, negative = inhibition, hits mostly inhibitors | Pol iota fluorescent replication assay, 10 min | Q9UNA4; also: potency is read from the fitted curve at half-maximal effect
Target sequence (Q9UNA4 whole entry, looked up): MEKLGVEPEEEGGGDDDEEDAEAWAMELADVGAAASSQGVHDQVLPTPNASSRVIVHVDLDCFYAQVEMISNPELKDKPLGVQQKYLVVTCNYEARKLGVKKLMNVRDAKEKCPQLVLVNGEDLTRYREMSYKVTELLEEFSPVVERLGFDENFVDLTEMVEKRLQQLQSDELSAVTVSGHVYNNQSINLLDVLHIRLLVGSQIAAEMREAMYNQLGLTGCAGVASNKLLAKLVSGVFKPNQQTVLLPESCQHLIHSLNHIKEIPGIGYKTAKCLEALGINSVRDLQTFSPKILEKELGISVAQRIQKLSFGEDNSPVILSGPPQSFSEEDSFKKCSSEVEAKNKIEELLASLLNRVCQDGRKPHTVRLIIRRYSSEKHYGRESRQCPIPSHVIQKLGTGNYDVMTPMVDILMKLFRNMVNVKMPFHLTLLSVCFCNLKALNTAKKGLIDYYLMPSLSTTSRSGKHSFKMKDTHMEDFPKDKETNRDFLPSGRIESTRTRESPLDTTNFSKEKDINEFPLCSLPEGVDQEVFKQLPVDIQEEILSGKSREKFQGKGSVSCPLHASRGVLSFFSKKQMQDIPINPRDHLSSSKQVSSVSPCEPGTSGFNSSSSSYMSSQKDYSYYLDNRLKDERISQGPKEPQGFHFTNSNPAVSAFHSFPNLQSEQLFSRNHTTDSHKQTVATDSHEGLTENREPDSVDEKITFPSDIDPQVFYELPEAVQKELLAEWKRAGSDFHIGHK
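Fluorescent replication assay read twice, at 0 min and 10 min after adding 50 nM (final) substrate. Enzyme (10 nM) and compounds were first incubated 15 min at room temperature; enzyme-free buffer wells were negative controls.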
Starred values were filed as active, the others as inactive; ? = inconclusive; · = no result given; & = joins results of further samples; [ ] = another dose, or the depositor's remark. Unless noted, calls follow the shape of the dose curve; as a rule, active = well fitted curve in the direction sought with a large enough effect; inconclusive = small, poorly fitted or top-dose-only effect, or another doubt; inactive = no such curve, though single readings can be large; an effect the other way counts as inactive or inconclusive. Only part of the results is shown; the hit share may differ from the screen's.

SMILES	ALOX12 inh	Apoferritin bind	Pol kappa inh	BLM helicase inh	ERG Ets-DNA blk	Pol beta inh	APE1 inh	TRHR agonist	Pol iota inh
Cc1cc(=O)[nH]c(SC(C(=O)O)c2ccccc2)n1 (stereo not drawn)	-24%	-5%	-1%	0%	1%	35%	?	0.2	14%
COc1cccc(N2CC(NC(=O)Cc3cccs3)CC2=O)c1 (stereo not drawn)	?	-2%	-7%[60.1 µM]	0%	5%	0%	·	0.0	5%
COc1ccc2cc3cc(C(=O)Nc4ccc5c(c4)OCO5)oc3nc2c1	0%	-7%	6%	-5%	7%	19%	14%	1.0	18%
CCCn1nnnc1NCc1ccc(N(CC)CC)cc1	10%	-5%	-6%	0%	16%	-10%	-3%	-0.2	7%
CC(C)(C)c1cc(C(=O)N/N=C/c2ccc(O)cc2)n(-c2ccccc2)n1	-3%	-13%	-4%	-6%	9%	24%	13%	-0.2	3%
COc1ccc(NC(=O)c2ccccc2-c2ccc(C(F)(F)F)cc2)cc1S(=O)(=O)N1CCOCC1	-4%	-18%	-11%	-3%	-6%	-1%	-3%	-0.1	127%[activator]
O=C(CSc1nnnn1-c1ccccc1)Nc1ccc(Cl)cn1	9%	-3%	-10%	-6%	1%	10%	1%	0.3	-2%
O=C1c2ccccc2C(=O)N1OS(=O)(=O)c1ccccc1	·	-5%	·	-4%	·	-1%	0%	0.1	·
Cc1ccc(C(C(=O)NC2CCCCC2)N(Cc2cccnc2)C(=O)c2csnn2)cc1 (stereo not drawn)	-1%	-10%	0%	0%	-1%	88%	7%	-0.2	8%
COc1ccc(C(=O)Oc2cc(N)n(S(=O)(=O)c3ccccc3)n2)cc1	3%	-16%	6%	-4%	10%	-15%	-4%	-0.9	-26%
O=C(Cn1cnc2c(oc3ccccc32)c1=O)N1CCCc2ccccc21	?	-13%	-10%	2%	2%	4%	-4%	-1.2	-7%
CCOC(=O)c1sc(SCC(=O)Nc2ccc(N(C)C)cc2)nc1N	-7%	?	-9%	-3%	-4%	20%	-1%	-1.3	27%
COc1ccc(C2=NN(C(=O)CSc3ncccn3)C(c3cccc(OC)c3OC)C2)cc1 (stereo not drawn)	1%	-8%	3%	-12%	-1%	-3%	0%	0.0	19%
Cc1cc(C)nc(NS(=O)(=O)c2ccc(NC(=O)c3ccc4c(c3)OCCO4)cc2)n1	-16%	-10%	3%	-3%	8%	14%	7%	0.1	41%[activator]
O=C(CCCCCn1c(=S)[nH]c2ccc(N3CCOCC3)cc2c1=O)NC1CCN(Cc2ccccc2)CC1	-11%	51%[activator]	4%	1%	6%	4%	0%	-1.1	69%[activator]
COc1ccc(SC[C@H](CC(C)C)N2CCN(C)CCC2=O)cc1	-1%	-9%	19%	1%	-2%	-1%	-3%	0.4	0%
Cc1ccc(/C=C/C(=O)Nc2ccc3nc(N4CCC(C)CC4)cc(C)c3c2)cc1	?	-1%	10%	-2%	-1%	3%	·	-0.4	14%
CCS(=O)(=O)Nc1cccc(C2=NN(S(=O)(=O)c3ccc(C)cc3)C(c3ccco3)C2)c1 (stereo not drawn)	?	-11%	-2%	-12%	-4%	-25%	-5%	-0.1	-4%
CCOC(=O)C1(C)/C(=N/Nc2ccccc2Cl)C(=O)C(=O)N1c1ccccc1 (stereo not drawn)	?	-11%	-11%	-3%	-3%	3%	4%	-0.7	2%
Cc1cccc(NC(=O)c2cccc(Cn3cc(Br)c([N+](=O)[O-])n3)c2)c1C	-9%	?	3%	-4%	0%	-21%	-6%	0.1	-16%
CC1C=CCC2C(=O)N(c3ccccc3OC(=O)c3ccco3)C(=O)C12 (stereo not drawn)	17%	-7%	12%	-1%	-7%	-14%	3%	0.9	-1%
Cn1cccc1CC(=O)N/N=C/c1ccco1	0%	8%	-27%	-13%	10%	?	?	1.1	22%
O=C(CCCc1c[nH]c2ccccc12)NCC1COc2ccccc2O1 (stereo not drawn)	?	-14%	-5%	-3%	-4%	22%	21%	-0.6	65%[activator]
COc1ccc(C(=O)NCCS(=O)(=O)NCCc2ccccc2)cc1	-2%	·	-5%	·	1%	·	7%	0.0	16%
C=CCn1c(COc2cccc3ccc(C)nc23)nnc1SCC(N)=O	0%	-4%	7%	-9%	6%	-20%	1%	0.2	-2%

Grouped by structure: the entries above containing an NH in an aromatic ring (3)
SMILES	ALOX12 inh	Apoferritin bind	Pol kappa inh	BLM helicase inh	ERG Ets-DNA blk	Pol beta inh	APE1 inh	TRHR agonist	Pol iota inh
Cc1cc(=O)[nH]c(SC(C(=O)O)c2ccccc2)n1 (stereo not drawn)	-24%	-5%	-1%	0%	1%	35%	?	0.2	14%
O=C(CCCCCn1c(=S)[nH]c2ccc(N3CCOCC3)cc2c1=O)NC1CCN(Cc2ccccc2)CC1	-11%	51%[activator]	4%	1%	6%	4%	0%	-1.1	69%[activator]
O=C(CCCc1c[nH]c2ccccc12)NCC1COc2ccccc2O1 (stereo not drawn)	?	-14%	-5%	-3%	-4%	22%	21%	-0.6	65%[activator]

Continuation:
SMILES	ALOX12 inh	Apoferritin bind	Pol kappa inh	BLM helicase inh	ERG Ets-DNA blk	Pol beta inh	APE1 inh	TRHR agonist	Pol iota inh
COc1cc2c(cc1OC)CN(c1ccc3ccccc3n1)CC2	?	184%[activator]	-27%	23%	1%	11%	-8%	0.0	?
CC(=O)Nc1ccc(NC(=O)C(C)OC(=O)CCC2CCCC2)cc1 (stereo not drawn)	-23%	·	6%	·	4%	·	9%	0.5	30%
COc1ccc(/C=N/NC(=O)c2cccnc2)cc1O	-8%	-3%	-2%	-6%	11%	2%	52%[activator]	0.9	89%[activator]
C[C@@H]1CC=C[C@H]2[C@H]1C(=O)N(Cc1ccccc1)[C@H]2c1ccc(-c2cc3ccccc3s2)cc1F	-8%	-15%	14%	-5%	-9%	1%	-3%	0.5	-3%
O=C(c1ccco1)C(O)c1ccco1 (stereo not drawn)	-7%	-8%	-1%	-1%	4%	?	?	1.7	-6%
Cn1c(SCC(=O)N2c3ccccc3CCc3ccccc32)nnc1-c1cc2ccccc2cc1O	-7%	3%	-6%	-4%	-6%	7%	6%	0.2	-5%
CCOC(=O)CSc1nc(NC#N)nc(N(CC)CC)n1	0%	5%	4%	4%	-1%	-29%	6%	0.3	?
CCOC(=O)c1c(C)nn(-c2ncccc2NC(=O)NC(C)C)c1C	3%	2%	8%	-2%	-19%	37%	9%	0.4	121%[activator]
COc1ccc(-c2noc(CN(C)C(=O)c3ccc4c(c3)OCO4)n2)cc1OC	25%	-2%	-8%	-2%	-4%	19%	-6%	1.0	101%[activator]
N/C(Cn1cncn1)=N\NC(=O)C(=O)Nc1cccc(C(F)(F)F)c1	?	-6%	-3%	-10%	-3%	19%	20%	1.4	51%[activator]
COc1ccccc1N(Cc1ccccc1)S(=O)(=O)c1cccc(C(=O)N2CCCCC2)c1	-10%	·	4%	·	-6%	·	4%	·	-8%
COc1cc(OC)c2c(OC)c(-c3ccc4c(c3)OCO4)c(=O)oc2c1	·	-2%	-12%[60.1 µM]	-8%	·	·	2%	·	·
CC(=O)Nc1cccc(NC(=O)CSc2nn3c(=O)c(C)nnc3s2)c1	5%	4%	-9%	1%	8%	-2%	-1%	-0.3	-2%
CC(C)C(=O)NS(=O)(=O)c1ccc(NS(C)(=O)=O)cc1	29%	-10%	8%	-3%	-12%	-16%	-1%	0.6	11%
S=C(NCc1ccc2c(c1)OCO2)NCc1ccco1	0%	-20%	-7%	-12%	-4%	2%	4%	-1.0	47%[activator]
COC(=O)c1c(NS(C)(=O)=O)sc2c1CCCC2	11%	8%	-7%	1%	-2%	6%	-2%	-0.4	9%
CN=C(c1ccc(C)cc1)n1c(=S)nc(-c2ccc(C)cc2)n(C)c1=S	-12%	-9%	-8%	-7%	-1%	28%	12%	-0.5	84%[activator]
O=C(NCc1ccccn1)c1cc(-c2ccc(Br)cc2)nc2ccccc12	-7%	-8%	-18%	1%	-7%	7%	-3%	-0.1	43%[activator]
Cc1[nH]c(=O)[nH]c(=O)c1S(=O)(=O)N(C)Cc1ccccc1	26%	-3%	-2%	1%	·	9%	11%	0.2	18%
CCC(C)Sc1nc2c(c(=O)n1C)SC(C)C2 (stereo not drawn)	-4%	-13%	10%	1%	0%	4%	-6%	-1.2	8%
O=C(C[C@@H]1C/C=C\CC[C@@H](Cc2ccc(F)cc2)C(=O)OC[C@@H]2CCCN2C1=O)NCCO	0%	·	0%	·	1%	·	-31%	·	-3%
CCNC(=S)N1CCCC(c2nc3ccc(C)cc3[nH]2)C1 (stereo not drawn)	0%	-3%	-15%	-3%	-2%	10%	0%	-1.2	15%
CC#CC[N+](C)(C)CCCCCCCCCC	24%&8%	5%	4%	0%	-4%	11%	-2%	-0.7	-11%
CN(C(=O)CC1C(=O)NCCN1Cc1ccc(F)c(F)c1)C1CCOCC1 (stereo not drawn)	14%	-5%	-12%	-3%	-4%	33%[activator]	13%	-0.3	47%[activator]
O=C1CC(c2ccccc2F)c2cc3c(cc2N1)CCC3 (stereo not drawn)	22%	-13%	-1%	-8%	-14%	-2%	2%	0.7	-1%
CCOc1cc(C)c(Cl)cc1S(=O)(=O)NC1CC(C)(C)NC(C)(C)C1	-22%	-9%	0%	0%	-8%	2%	0%	-0.7	19%
COc1ccccc1N1CCN(C(CNC(=O)C(=O)NCCCN(C)C)c2cccnc2)CC1 (stereo not drawn)	3%	3%	-2%	2%	0%	?	·	-0.4	26%
CCN1C(=O)C(CC(=O)Nc2ccc(OC)cc2)N(CCc2ccccc2F)C1=S (stereo not drawn)	?	-7%	-15%	-13%	-13%	3%	-5%	-0.3	80%[activator]
COc1cccc(OCc2cc(C(=O)N3CCN(c4ccccc4O)CC3)no2)c1	44%	?	-18%	-5%	7%	-17%	44%[activator]	-0.8	?
